Bioassay records deposited in PubChem by several laboratories.
Anthrax LF inh2: inhibitors of Bacillus anthracis lethal factor protease; P15917; multiplex microsphere protease cleavage assay, LF; inhibition, % at 10 µM; 360,000 tested, 0.12% active; note: plate controls were buffer without enzyme for full effect and enzyme alone for no effect
SARS 3CLpro inh: SARS-CoV 3CLpro protease inhibition. inhibition, % at 6 µM. 290,000 tested, 0.14% active. recombinant SARS-CoV 3CLpro, quenched FRET peptide cleavage. P0C6X7. AID 1706; in the data active = inhibition above about 12%
BoNT-A LC inh2: blocks Botulinum neurotoxin A light chain protease; multiplex microsphere protease substrate cleavage, flow cytometry; inhibition, % at 10 µM; 360,000 tested, 0.17% active; note: plate controls were buffer without enzyme for full effect and enzyme alone for no effect
MazEF act: activators of E. coli MazEF toxin-antitoxin RNase | 350,000 tested, 0.32% active | FAM/BHQ RNA-DNA oligo cleavage fluorescence, 5 h | activation, % at 20 µM | P0AE70; in the data active = activation above about 50%
Target sequence (P0AE70 whole entry, looked up): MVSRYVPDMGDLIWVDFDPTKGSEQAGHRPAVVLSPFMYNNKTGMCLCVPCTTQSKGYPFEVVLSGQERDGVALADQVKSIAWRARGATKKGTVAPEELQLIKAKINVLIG
PrPC surface inh: cell surface PrPC inhibition, primary TR-FRET screen | P04156 | TR-FRET read-out | inhibition, % at 13.8 µM | 370,000 tested, 0.43% active | AID 720596; in the data active = inhibition above about 24%; note: 0% = median of the test wells and 100% = reference compound wells
Rv3671c inh: Rv3671c (M. tuberculosis) protease inhibition; inhibition, % at 5.96 µM; 320,000 tested, 0.048% active; in the data active = inhibition above about 38%;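 note: extracellular domain of Rv3671c used as enzyme; 0% = enzyme with DMSO and 100% = no enzyme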
Target sequence (P9WHR9 whole entry, looked up, the tested form may be a part): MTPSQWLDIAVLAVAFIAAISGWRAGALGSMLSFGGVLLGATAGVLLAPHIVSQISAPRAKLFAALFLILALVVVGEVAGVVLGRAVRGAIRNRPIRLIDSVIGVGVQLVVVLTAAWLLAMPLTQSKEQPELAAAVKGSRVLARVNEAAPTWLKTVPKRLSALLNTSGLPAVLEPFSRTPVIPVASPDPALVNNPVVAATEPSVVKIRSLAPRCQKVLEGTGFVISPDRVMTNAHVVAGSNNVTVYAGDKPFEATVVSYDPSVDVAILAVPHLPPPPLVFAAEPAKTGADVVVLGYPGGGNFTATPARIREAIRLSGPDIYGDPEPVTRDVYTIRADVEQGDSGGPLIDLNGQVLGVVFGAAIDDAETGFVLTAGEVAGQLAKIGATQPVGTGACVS
BoNT-F LC inh: blocks Botulinum neurotoxin F light chain protease | 360,000 tested, 0.22% active | Multiplex microsphere protease cleavage assay, flow cytometry | inhibition, % at 10 µM; in the data active = inhibition above about 35%, passing the limit was not always enough; inconclusive = no clear call, values can overlap the other calls; note: plate controls were buffer without enzyme for full effect and enzyme alone for no effect
VHR inh abs: inhibitors of human VHR1 phosphatase (DUSP3). P51452. recombinant VHR phosphatase, pNPP absorbance. inhibition, % at 13.3 µM. 290,000 tested, 0.52% active; in the data active = inhibition above about 50%; note: some compounds called inactive have numbers as strong as hits
Target sequence (P51452 whole entry, looked up): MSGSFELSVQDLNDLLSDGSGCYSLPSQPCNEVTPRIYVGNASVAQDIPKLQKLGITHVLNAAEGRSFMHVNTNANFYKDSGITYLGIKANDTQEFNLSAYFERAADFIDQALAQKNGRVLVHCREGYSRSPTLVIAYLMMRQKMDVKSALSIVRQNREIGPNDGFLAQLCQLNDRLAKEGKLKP
CCHFV vOTU inh: CCHFV vOTU protease inhibition; 370,000 tested, 0.55% active; inhibition, % at 11.5 µM; Pep-AMC fluorescence; in the data active = inhibition above about 30%; note: 0% = vehicle wells with enzyme and 100% = no enzyme wells
SSB-PriA inh: K. pneumoniae PriA-SSBct interaction inhibition; AlphaScreen SSBct-PriA binding, biotinylated peptide; inhibition, % at 33 µM; 430,000 tested, 0.6% active; AID 1272365; in the data active = inhibition mostly above about 37%, no sharp cut-off; inactive = mostly below about 20%;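 note: plate controls were negative control peptide for no effect and reference peptide for full effect; strong numbers were not always called active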
An asterisk follows results filed as active; i = inactive; ? = inconclusive; . = not tested or not shown; & = joins results of further samples. Cut-off read from the data, not from the text of the source, unless noted: active = inhibition above about 30%; inconclusive = no clear call, values can overlap the other calls; inactive = below that. An excerpt; rates above refer to the full screens.

The opening two records (preview)
SMILES	Anthrax LF inh2	SARS 3CLpro inh	BoNT-A LC inh2	MazEF act	PrPC surface inh	Rv3671c inh	BoNT-F LC inh	VHR inh abs	CCHFV vOTU inh	SSB-PriA inh
COc1ccc(OC)c(N(CC(=O)N2CCCC2)S(=O)(=O)c2ccccc2)c1	0	1	-0.8	4	-3	2	6	-22	4	-12
CCOc1ccc(C(CC(=O)O)NC(=O)Cc2ccc(Cl)cc2)cc1 (centres undefined)	-2	-4	-2.3	3	0	6	-6	14	-2	2

The list itself (from the top)
SMILES	Anthrax LF inh2	SARS 3CLpro inh	BoNT-A LC inh2	MazEF act	PrPC surface inh	Rv3671c inh	BoNT-F LC inh	VHR inh abs	CCHFV vOTU inh	SSB-PriA inh
COc1ccc(OC)c(N(CC(=O)N2CCCC2)S(=O)(=O)c2ccccc2)c1	0	1	-0.8	4	-3	2	6	-22	4	-12
CCOc1ccc(C(CC(=O)O)NC(=O)Cc2ccc(Cl)cc2)cc1 (centres undefined)	-2	-4	-2.3	3	0	6	-6	14	-2	2
NC(=O)c1ccccc1NC(=O)c1cccc(C(=O)Nc2ccccc2C(N)=O)n1	2	.	-0.3	-4	-4	-5	2	.	-11	-6
CC12CC3CC(C)(C1)CC(CN)(C3)C2	-1	-4	0.0	3	5	-4	8	23	9	-4&-6
O=C(O)CC(c1ccc(Cl)cc1)n1cccc1 (centres undefined)	-1	-3	-0.3	-4	3	-4	-3	23	7	12
CCOC(=O)CSc1nnc(NC(=O)CN2CCCCC2)s1	0	1	-2.9	13	0	-4	-9	11	5	-10
CCOc1ccc(-c2cc(C(=O)NN3CCN(C)CC3)c3cc(Cl)ccc3n2)cc1	.	2	.	.	2	-9	.	-4	-20	.
O=C(COC(=O)C1CC(=O)N(Cc2ccco2)C1)c1ccc(OC(=O)c2ccccc2)cc1 (centres undefined)	0	-2	-0.1	1	-6	-4	6	-1	-5	-20
COc1ccccc1C(=O)NCC(=O)N1CC=C(c2ccccc2)CC1	-2	.	-4.6	2	5	-1	-15	.	6	-7
O=C(NCc1ccccc1)C(=O)NCC1OCCN1C(=O)c1cccs1 (centres undefined)	0	5	0.4	4	3	4	-1	12	-13	2&-5
CCOc1ccc2oc(C(=O)Nc3ccc4c(c3)OCO4)c(C)c2c1	-4	1	-1.0	-1	1	-2	-6	23	-6	-3
CCOC(=O)c1cc(-c2cccnc2)nn1-c1ccccc1	-2	2	-1.3	-1	4	1	-2	17	0	-4
CC(/C=C/c1cccc([N+](=O)[O-])c1)=N\NC(=O)c1ccncc1	2	-3	0.2	7	-11	16	4	4	-2	.
O=C(CCN1C(=O)c2ccccc2C1=O)N(CCO)Cc1ccccc1	0	4	-0.1	3	-4	.	5	5	11	-8
CC1SCC(=O)N(CC(=O)NC2CCCCC2)C1=O (centres undefined)	-2	-2	0.2	3	2	1	-3	4	-5	-6
CC(=O)Oc1ccc(-c2nc3ccccc3c(=O)o2)cc1	-3	-2	0.1	4	-6	-3	33	45	-5	-13
CCc1cccc(N=c2c([N+](=O)[O-])nn(-c3ccc(Cl)cc3)n2O)c1	-5	-3	1.3	24	-9	10	-1	4	8	36
N#Cc1csc(CCNC(=O)c2ccccc2)n1	-6	.	-0.7	6	11	.	-6	.	14	.
Cc1cc(C)c(NC(=O)COC(=O)c2nc3nccc(C)n3n2)c(Cl)c1	.	.	.	3	-5	5	.	.	-2	-3
Cc1sc2ncnc(N3CCC(C(=O)NNC(=O)c4ccc(F)cc4)CC3)c2c1C	-4	.	1.8	1	8	-1	-1	.	8	-11
COc1ccc(N2C(=O)S[C@@H]3CS(=O)(=O)C[C@@H]32)cc1	-3	-5	-0.1	8	-4	0	-3	-3	2	1
O=C(CCN1C(=O)c2ccccc2S1(=O)=O)Nc1ccc(C(=O)O)cc1	-4	3	-0.7	12	0	4	4	13	5	-14
CC1CC(C)CN(C(=O)C2CCN(S(=O)(=O)c3c(Cl)cccc3Cl)CC2)C1 (centres undefined)	-3	-2	1.5	5	-3	2	5	-17	-2	-7
Cc1cc(C)n2c(SCC(O)=C(C#N)c3nc4ccccc4[nH]3)nnc2n1	3	.	1.0	-3	-7	.	2	.	15	1
CN(CC(=O)Nc1ccccc1C(F)(F)F)C(=O)CC1OC(=O)c2ccccc21 (centres undefined)	0	2	-2.1	6	7	-3	-5	2	-17	-5

(continued)
SMILES	Anthrax LF inh2	SARS 3CLpro inh	BoNT-A LC inh2	MazEF act	PrPC surface inh	Rv3671c inh	BoNT-F LC inh	VHR inh abs	CCHFV vOTU inh	SSB-PriA inh
COc1ccc(C(=O)Nc2ccc(OCc3ccccc3)cc2)cc1[N+](=O)[O-]	1	-1	1.3	4	-7	0	15	21	3	-10
COc1ccc(NC(=O)Cn2nnc(C(=O)NCc3cccs3)c2N)cc1Cl	0	-3	0.6	3	-9	-7	0	7	12	-3
O=C(CCN1C(=O)COc2ccccc21)NCCCN1CCN(c2ccc(F)cc2)CC1	-1	-6	?	3	-1	14	-18	32	-1	8
C=CCn1c(SCC(=O)N2CCN(C(=O)OCC)CC2)nc2c([nH]c3ccccc32)c1=O	-4	.	0.2	-3	-4	.	-1	.	-5	-9&6
CCOc1cc(N2CCOCC2)c(OCC)cc1NC(=O)c1ccc(S(=O)(=O)N(C)C)cc1	2	3	-0.4	7	3	3	-6	15	0	7
Cc1c(CCC(=O)N[C@@H](C)C(=O)O)c(=O)oc2c(C)c3oc4c(c3cc12)CCCC4	-1	-2	-1.3	0	4	-9	2	7	-2	-8
COC(=O)C(CC(C(=O)OC)C(=O)OC)C(=O)OC	2	0	1.8	-1	-7	-5	12	18	0	-14
O=c1c2ccccc2[nH]c2ccc(O)cc12	1	1	0.8	-52	4	5	-1	40	-23	-3
O=C(Nc1ccccn1)c1cccc(S(=O)(=O)N2CCCc3ccccc32)c1	-16	.	-0.5	4	1	-8	-6	.	1	-1
Cc1ccccc1OCCCC(=O)Nc1ccc(Br)cc1	-8	6	-0.6	3	12	1	-19	-2	11	-23&-14
CC1(NC(=O)Cc2ccc(Cl)c(Cl)c2)CCS(=O)(=O)C1 (centres undefined)	5	.	-0.3	7	-2	2	1	.	10	-8
COC(=O)[C@@H]1C[C@@H]2CC[C@@H](O)C[C@@H]2N1Cc1ccc(C(F)(F)F)cc1	-4	.	-0.1	1	-3	6	3	15	2	-1
Cn1c(=O)cc(OCCCC(=O)N2CCC3(CC2)OCCO3)c2ccccc21	-7	2	-2.5	-6	-2	-3	-11	14	-11	-2
N=c1n(CCO)c2ccccc2n1CCOc1ccc(Cl)cc1Cl	-1	-3	0.4	31	-2	4	-11	34	5	-12
CC(C)C[C@H]1CNC(=O)C(=O)N1CC1CCN(CCC(C)(C)C)CC1	2	.	0.0	-14	-4	.	-4	.	0	-7
CCc1cccc(C)c1N=Cc1c(O)c2ccccc2oc1=O	-6	-1	-0.7	6	1	5	8	0	-9	-3
CN(c1ccccc1C(=O)Nc1ccc(S(=O)(=O)N2CCCCC2)cc1)S(C)(=O)=O	1	0	-1.5	2	3	-1	-7	-6	14	4
CN(C)CCCN=c1cc(-c2ccccc2)oc2ccc(Cl)cc12	-7	9	-0.9	20	-5	.	-6	23	9	7
CN1CCN(c2ccc(Cl)cc2NC(=O)/C=C/c2cccc(F)c2)CC1	-7	-6	-0.9	13	-23	1	-7	-1	9	-3
C=CCOc1ccc(C=Nc2ccc(C)c(Cl)c2)c(O)c1	0	4	-0.4	-2	1	-14	-5	-2	2	-18
CC1Oc2ccccc2N(CC(=O)NC2CCCC2)C1=O (centres undefined)	-1	3	0.9	4	-3	0	35*	-8	1	-27
O=C(N/N=C/c1c[nH]c2ccccc12)c1ccc([N+](=O)[O-])cc1Cl	1	0	2.5	15	.	10	0	11	.	.
O=C(NCC(c1cccnc1)N1CCN(c2ccccc2)CC1)C1CCCCC1 (centres undefined)	-6	0	-1.6	0	6	3	-5	28	-3	6
COC(=O)c1cc(/C=C/c2ccccc2)on1	0	-10	0.7	-5	-5	0	-1	46	6	-10
CC(=O)C(C)Oc1ccc2c3c(c(=O)oc2c1)CCCCC3 (centres undefined)	-1	3	?	1	5	4	2	13	-106	-9

Compound profiles (already shown). Order of values: Anthrax LF inh2, SARS 3CLpro inh, BoNT-A LC inh2, MazEF act, PrPC surface inh, Rv3671c inh, BoNT-F LC inh, VHR inh abs, CCHFV vOTU inh, SSB-PriA inh
`CC(=O)C(C)Oc1ccc2c3c(c(=O)oc2c1)CCCCC3` (centres undefined) in the list: -1, 3, ?, 1, 5, 4, 2, 13, -106, -9
`COc1ccccc1C(=O)NCC(=O)N1CC=C(c2ccccc2)CC1` in the list: -2, ., -4.6, 2, 5, -1, -15, ., 6, -7
`COc1ccc(N2C(=O)S[C@@H]3CS(=O)(=O)C[C@@H]32)cc1` in the list: -3, -5, -0.1, 8, -4, 0, -3, -3, 2, 1

(cont.)
SMILES	Anthrax LF inh2	SARS 3CLpro inh	BoNT-A LC inh2	MazEF act	PrPC surface inh	Rv3671c inh	BoNT-F LC inh	VHR inh abs	CCHFV vOTU inh	SSB-PriA inh
O=C(Cn1ccc(=O)[nH]c1=O)Nc1nccs1	0	.	-0.4	0	-4	.	-1	.	3	.
COc1ccccc1N1CCN(Cc2cn[nH]c2-c2ccc(F)cc2)CC1	-10	-3	-0.4	-3	-2	0	-2	33	-4	-3
COCCCN(CC(=O)O)S(=O)(=O)c1ccccc1	0	5	-0.3	9	-3	17	-1	22	5	1
O=c1cccc2n1CC1CC2CN(c2nc(N3CCCCC3)nc(N3CCCCC3)n2)C1 (centres undefined)	-2	3	-0.6	13	8	3	-6	0	10	10
C#CCOCCOCCOCCNc1nc(N2CCN(C(=O)[C@H](CCC(=O)O)n3cc(CN)nn3)CC2)nc(N2CCN(C(=O)[C@H](CCC(=O)O)n3cc([C@@H](N)[C@H](C)CC)nn3)CC2)n1	1	.	-0.5	5	1	10	-6	.	0	-3
Cc1cccc(NC(=O)CCSc2nncn2C)c1	-1	2	2.1	6	2	-10	4	9	-5	-8
CCCCC(=O)NC(c1cccs1)c1cc(Cl)c2cccnc2c1O (centres undefined)	-3	-2	-0.2	-1	0	10	0	25	9	-12
COc1ccc(-n2c(CNC(=O)COc3ccc(Cl)cc3Cl)n[nH]c2=S)cc1	-2	3	-1.4	-14	7	4	-7	18	5	-12
O=C(NCc1ccccc1)c1cc(=O)c2ccccc2o1	-2	4	0.1	3	-5	-3	1	26	2	-7
C[C@H](CO)N1C[C@H](C)[C@@H](CN(C)Cc2ccc(Cl)c(Cl)c2)Oc2c(NS(=O)(=O)c3cccs3)cccc2C1=O	-5	.	0.9	2	20	2	-2	.	-4	-7
COC(=O)C1=C(N)Oc2cc(C)n(CCN3CCOCC3)c(=O)c2C1c1cccnc1 (centres undefined)	8	1	1.2	4	-5	-5	3	26	-14	2
COc1cccc(C(O)C2OC(=O)c3ccccc32)c1OC (centres undefined)	3	.	-0.3	1	-7	-2	-10	.	-14	-7
CN(C)c1cccc(C(=O)NC2CCCCCC2)c1	0	1	0.2	2	12	-1	-2	15	-1	6
COc1cc2nc(COc3ccc(C#N)cc3)n(CC#N)c(=O)c2cc1OC	-4	-7	-0.1	1	11	4	-5	17	6	-12
CC1(C)CC(=O)C(C2=NC(C)(C)Cc3ccccc32)=C(O)C1	-4	-1	-0.2	5	5	3	8	2	10	-6
COC(=O)c1cccc(-c2ccc(/C=N/N3C(=O)C4C5C=CC(C6CC56)C4C3=O)o2)c1 (centres undefined)	-2	2	0.3	0	-8	-5	0	23	6	.
CN(C)C(CNC(=O)c1ccc(S(=O)(=O)Nc2ccccc2F)cc1)c1ccccc1 (centres undefined)	2	-5	-2.2	3	-3	-8	0	10	1	3
C=CCn1c(C)c(C(C)=O)c(SC)nc1=S	12	-5	0.2	-8	-5	-10	7	4	4	-19
COc1ccc(OCC(=O)O/N=C(\N)c2ccc(OC)c(OC)c2)cc1	0	5	0.1	-3	10	6	1	-4	3	i
CC1(C)CC(NCc2ccc3c(c2)OCO3)CCO1 (centres undefined)	-8	-1	-0.7	4	7	0	-4	44	-1	-13
CC1CCCN(C(=O)C2CCN(Cc3ccc4c(c3)OCO4)CC2)C1 (centres undefined)	0	-8	0.8	10	-8	-7	10	48	4	4
O=C(O)CCC(=O)NNC(=O)CCC1CCCCC1	2	-1	-0.9	14	-2	-2	1	-2	2	2
